Bioassay records (PubChem BioAssay)
PV pol inh = poliovirus RdRp elongation inhibitors, primary screen, biochemical, fluorescence polarization, total intensity; % elongation, % (compound at 16.7 µg/mL); poliovirus polymerase elongation; stronger effect = lower value; Genome polyprotein (Poliovirus type 1 (strain Mahoney)), P03300; actives 0.66% (n = 150,000); AID 588519, 2011; in the data active means % elongation below about 90%; further: some results filed as inactive read as strong as hits
Target sequence (P03300 1749-2209 limits assumed): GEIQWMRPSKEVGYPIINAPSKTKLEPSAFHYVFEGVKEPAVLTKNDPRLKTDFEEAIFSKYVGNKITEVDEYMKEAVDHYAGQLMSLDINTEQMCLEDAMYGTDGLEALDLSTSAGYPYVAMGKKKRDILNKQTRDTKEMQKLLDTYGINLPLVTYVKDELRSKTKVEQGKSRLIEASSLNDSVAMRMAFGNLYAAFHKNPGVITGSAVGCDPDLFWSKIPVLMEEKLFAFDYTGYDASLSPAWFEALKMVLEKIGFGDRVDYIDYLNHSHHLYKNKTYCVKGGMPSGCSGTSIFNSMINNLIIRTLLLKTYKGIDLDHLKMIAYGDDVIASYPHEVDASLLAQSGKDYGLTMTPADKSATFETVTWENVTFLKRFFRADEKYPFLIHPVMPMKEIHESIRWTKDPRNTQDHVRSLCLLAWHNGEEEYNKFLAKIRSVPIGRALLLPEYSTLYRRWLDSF
PV pol inh FP z-score = also measured in PV pol inh; calls as there; z-score; measured here: FP z-score; hits read low
Starred values were filed as active, the others as inactive; & = joins results of further samples.

SMILES	PV pol inh	PV pol inh FP z-score
Cc1ccc(Nc2c(-c3ccsc3)nc3c(C)cccn23)cc1	106.0	-0.6
Fc1ccccc1N1CCN(c2nc(CN3CCOCC3)nc3sc4c(c23)CCCC4)CC1	92.0	-1.6
Cc1cccc(NC(=O)CSc2nnc(-c3cccs3)o2)c1	102.0	-0.3
COc1ccccc1OCC(=O)Nc1c(C(=O)c2ccc(C)cc2)oc2ccccc12	105.0	0
CCOc1ccc(N=CC=C2OC(C)(C)C(C)(C)O2)cc1	103.0	0.2
COC(=O)C1=C(C)NC(=S)NC1c1cc2c(cc1Br)OCO2 (configuration not stated)	103.0	0.3
CCc1ccc(NC(=O)Cn2cnc3c(cnn3-c3ccccc3)c2=O)cc1	101.0	-1
COc1ccc2c(c1OC)C(=O)OC2NC(=O)c1cnn(-c2ccccc2)c1N (configuration not stated)	102.0	0
O=C1C=C2C=CC3CC2(O1)C1CCCCN31 (configuration not stated)	97.0	-0.6
CCCCc1ccc(NC(=O)c2c(Cl)nc3sccn23)cc1	101.0	-0.3
CCOC(=O)c1[nH]c(CN(C)Cc2nc3ccccc3c(=O)[nH]2)c(C(=O)OCC)c1C	106.0	0.4
COc1ccc(C(=O)Nc2nnc(SCc3cc(=O)c4cc(C)ccc4[nH]3)s2)cc1OC	107.0	0.3
CC(=C1C(=O)c2ccccc2C1=O)N1CCC(Cc2ccccc2)CC1	103.0	0.6
O=C(Cn1sc2ccccc2c1=O)N1CCN(C(=O)c2ccco2)CC1	100.0	-0.9
COc1ccc(-c2cc(C(F)(F)F)nc(SCCC(=O)Nc3c(C)cccc3C)n2)cc1	107.0	0.7
COc1ccc(S(=O)(=O)NCCSc2nnnn2-c2ccccc2)cc1OC	100.0	-1.4
CC1=C(c2ccc(C)cc2)S(=O)(=O)N(Cc2ccc(C(=O)NCc3ccccc3)cc2)C1=O	105.0	0
COc1ccc(C(=O)NCC(=O)OC2CCOC2=O)cc1 (configuration not stated)	103.0	0.1
O=C(NC1CCCCC1)C1CC(=O)N(Cc2ccccc2)C1 (configuration not stated)	102.0	0.4
CC(Oc1ccc(Cl)cc1Cl)C(=O)NCCN1CCOCC1 (configuration not stated)	102.0	-0.3

Compound profiles, as listed above. Values in the order: PV pol inh, PV pol inh FP z-score
O=C(Cn1sc2ccccc2c1=O)N1CCN(C(=O)c2ccco2)CC1 reads 100.0, -0.9
COc1ccc2c(c1OC)C(=O)OC2NC(=O)c1cnn(-c2ccccc2)c1N (configuration not stated) reads 102.0, 0

Remaining list, next part
SMILES	PV pol inh	PV pol inh FP z-score
Cc1ccccc1Nc1nc(CN2CCN(S(=O)(=O)c3ccccc3C#N)CC2)cs1	107.0	0.6
COCCN1Cc2cccc(C(=O)N3CCN(C4CCCCC4)CC3)c2C1=O	102.0	-0.4
Cc1c(C(=O)OC2CCCCC2)[nH]c2c1C(=O)CC(c1ccccc1)C2 (configuration not stated)	105.0	0
O=C1c2ccccc2C(=O)N1CN(Cc1ccccc1)CN1C(=O)c2ccccc2C1=O	100.0	-0.5
Cc1ccc(-c2nnn(CC(=O)N(Cc3cccs3)C(C(=O)NCC3CCCO3)c3ccc(F)cc3)n2)o1 (configuration not stated)	98.0	-1
O=C(CCc1ccc(S(=O)(=O)N2CCOCC2)cc1)NCc1ccncc1	104.0	0.3
CCCN1CCC(NC(=O)Nc2cc(C)ccc2C)CC1	100.0	-0.9
CCN(CC)c1nc(NCC(=O)O)nc(NCC(=O)O)n1	101.0	-0.2
CC(C)(C)NC(=O)N1CCC(C(=O)O)CC1	110.0&106.0	0.9&0.7
Cc1ccccc1Cn1c2ccccc2c2cnn(CC(=O)NCCc3ccccc3)c(=O)c21	106.0	-0.3
CCCCn1c(=N)n(CC(=O)OCC)c2ccccc21	100.0	-0.2
Cc1ccc(-n2ncc(C(=O)Nc3ccc4c(c3)OCO4)c2C2CCN(C(=O)OC(C)(C)C)CC2)c(C)c1	111.0	1.1
O=C(c1ccccc1F)N1c2ccccc2Sc2ccccc21	112.0	0.8
O=C(Cn1nnc(-c2cccc(C(F)(F)F)c2)n1)NCc1ccc(Cl)cc1	102.0	0.4
O=C(Nc1nc2ccccc2s1)c1cnccc1C(F)(F)F	103.0	-0.1
CCOc1ccc(C(=O)CSc2nc3c(c(=O)n(C)c(=O)n3C)n2C(C)C)cc1	101.0	0
Nc1c(C(=O)c2ccccc2)oc2ccccc12	97.0	-2.3
CC(=O)c1ccc(NC(=O)c2cc(S(=O)(=O)N3CCCCCC3)cn2C)cc1	107.0	0.3
COc1cccc(CNC(=O)C2CCC(CNS(=O)(=O)c3ccc4c(c3)CCCC(=O)N4)CC2)c1 (configuration not stated)	116.0	1.9
O=C(CN1CCc2ccccc2C1)c1ccc(OC(F)F)cc1	113.0	1.6
Nc1c(C(=O)c2ccc(F)cc2)sc(Nc2ccccc2F)c1S(=O)(=O)c1ccc(Br)cc1	102.0	-0.9
Cc1ccc(CNCc2ccc(C(=O)O)s2)cc1	101.0	-0.3
CCOC(=O)c1sc(N)c(C#N)c1CSc1nnc(Nc2c(C)cccc2C)s1	128.0	5.2
CN(C)c1ccc(/C=C(/NC(=O)c2ccccc2)C(N)=O)cc1	104.0	0.7
C=CC1OCC2(CO1)C(C)C=C(C)CC2C (configuration not stated)	101.0	-0.3
Cc1cccc(CN2C(=O)c3ccccc3Sc3ccc(C(=O)NCCCN4CCOCC4)cc32)c1	105.0	-0.6
CC1CCN(C(=O)Cc2noc3ccccc23)CC1	103.0	-0.4
CCOCCn1c(=NC(=O)c2ccc3c(c2)OCCO3)sc2cc(OCC)ccc21	114.0	1.4
C=Cc1ccc(Cn2c(C)c(CNCc3ccc(SC)cc3)c(C(=O)O)c2C)cc1	100.0	-0.9
COc1ccc(Br)cc1CNC(=O)Cn1nc(C)n2c(cc3cc(F)ccc32)c1=O	108.0	0.4
COC(=O)c1ccccc1NC(=O)C1CCCCC1C(=O)O (configuration not stated)	102.0	0.1
CC(C)c1ccc(NC(=O)c2ccc(F)c(S(=O)(=O)N3CCCC3)c2)cc1	111.0	0.7
O=C(O)c1ccc(N=Cc2ccc(OC(=O)c3sc4ccccc4c3Cl)cc2)cc1	105.0	0.3
CCn1cc(/C=N/NC(=O)Cc2ccc3c(c2)OCCO3)c2ccccc21	112.0	1.1
CCOc1ccc(C(=O)OCc2cc(=O)n3nc(C4CC4)sc3n2)cc1	96.0	-1.9
CC1(C)CC(=O)C2=C(C1)N(Cc1ccco1)C(=O)C2(NC(=O)c1cccs1)C(F)(F)F (configuration not stated)	102.0	0.4
O=C(O)CCCC(=O)Nc1cccc(C(F)(F)F)c1	104.0	0.2
CCN(CC)c1ccc(C(=O)N2CCC(c3c[nH]c4ccccc34)(c3c[nH]c4ccccc34)CC2)cc1	107.0	0.1
Oc1cccc(C(O)CNc2c3c(nc4cc(-c5cccc(F)c5)nn24)CCC3)c1 (configuration not stated)	102.0	0.2
CN(C)C(=S)SCC(=O)Nc1ccc(Cl)c(C(F)(F)F)c1	105.0	0.9
CN(C)S(=O)(=O)c1ccc(=O)n(CC(=O)NCC2COc3ccccc3O2)c1 (configuration not stated)	104.0	0.1
COc1ccc(NC(=O)c2ccc3oc(=O)c(S(=O)(=O)c4ccc(F)cc4)cc3c2)c(OC)c1	108.0	0.2
N/C(=N\OC(=O)c1cccs1)c1ccccc1	103.0	0.4
Cc1ccc(S(=O)(=O)c2cnc(SCC(=O)Nc3ccc4c(c3)OCCO4)[nH]c2=O)cc1	107.0	0.6
Cc1ccccc1OCC(=O)OCC(=O)NC1CC1	100.0	-0.3
CCCN(Cc1cccs1)C(=O)NCc1ccccc1	102.0	0.5
CC(C[N+](C)(C)C)OC(N)=O (configuration not stated)	99.0&99.0	-0.5&-0.3
Cn1c(=O)oc2cc(S(=O)(=O)N3CCC(C(=O)NCCc4ccccc4)CC3)ccc21	101.0	0.3
CC(C)NC(=O)c1ccc2c(c1)N(Cc1ccccc1)C(=O)CS2	99.0	-1.2
Cc1cccc(CN2CCc3c([nH]c4ccccc34)C2)c1	99.0	-0.2
Cc1cccc2sc(N(CCN(C)C)C(=O)C3COc4ccccc4O3)nc12 (configuration not stated)	101.0	-0.1
Cc1ccc(N(CN2CCCC2=O)C(=O)c2ccccc2)cc1	100.0	-0.6
Cc1ccc(S(=O)(=O)c2cn(Cc3ccc(F)cc3)c3cc(N4CCCC4)c(F)cc3c2=O)cc1	108.0	0.1
CC1CCCC(NC(=O)CCCn2c(=O)[nH]c3cc(Cl)ccc3c2=O)C1C (configuration not stated)	103.0	0.4
CCOc1cc(/C=C2\SCOC2=O)ccc1O	141.0	4.4
Cc1ccc(-n2c(SCC(=O)C(C)(C)C)nnc2-c2ccncc2)cc1	105.0	0.1
O=C(c1ccccc1)N1CCN(C(=S)NCc2ccc3c(c2)OCO3)CC1	99.0	-0.4
C=C(c1ccc(OC)cc1)c1ccc(OC)cc1	102.0	0.6
CCN(CC)S(=O)(=O)c1ccc(NC(=O)CSc2nnc(C)s2)cc1	104.0	0.2
Cc1ccc(S(=O)(=O)c2nc(S(C)(=O)=O)sc2N2CCCCC2C)cc1 (configuration not stated)	98.0	-1.3

Of the compounds above, 10 contain an aryl thioether with sulfur outside any ring:
SMILES	PV pol inh	PV pol inh FP z-score
Cc1cccc(NC(=O)CSc2nnc(-c3cccs3)o2)c1	102.0	-0.3
COc1ccc(C(=O)Nc2nnc(SCc3cc(=O)c4cc(C)ccc4[nH]3)s2)cc1OC	107.0	0.3
COc1ccc(-c2cc(C(F)(F)F)nc(SCCC(=O)Nc3c(C)cccc3C)n2)cc1	107.0	0.7
COc1ccc(S(=O)(=O)NCCSc2nnnn2-c2ccccc2)cc1OC	100.0	-1.4
CCOc1ccc(C(=O)CSc2nc3c(c(=O)n(C)c(=O)n3C)n2C(C)C)cc1	101.0	0
CCOC(=O)c1sc(N)c(C#N)c1CSc1nnc(Nc2c(C)cccc2C)s1	128.0	5.2
C=Cc1ccc(Cn2c(C)c(CNCc3ccc(SC)cc3)c(C(=O)O)c2C)cc1	100.0	-0.9
Cc1ccc(S(=O)(=O)c2cnc(SCC(=O)Nc3ccc4c(c3)OCCO4)[nH]c2=O)cc1	107.0	0.6
Cc1ccc(-n2c(SCC(=O)C(C)(C)C)nnc2-c2ccncc2)cc1	105.0	0.1
CCN(CC)S(=O)(=O)c1ccc(NC(=O)CSc2nnc(C)s2)cc1	104.0	0.2

Next part:
SMILES	PV pol inh	PV pol inh FP z-score
O=C(NCc1ccccc1)C1Cc2ccccc2CN1S(=O)(=O)c1ccc(F)cc1 (configuration not stated)	103.0	0.2
O=C(OCC(=O)N1CCc2ccccc21)c1cccc(S(=O)(=O)N2CCCCC2)c1	106.0	0.4
Cc1csc(NC(=O)C(CC(C)C)NS(=O)(=O)c2ccc3nc(C)sc3c2)n1 (configuration not stated)	99.0	-0.7
O=C(NC1CCCC1)C(c1cccnc1)N(CCc1ccccc1)C(=O)c1ccco1 (configuration not stated)	100.0	-0.3
CCC(C)N=C1NC(=O)C(CC(=O)NCc2ccccc2)S1 (configuration not stated)	104.0	-0.3
C=CCNC(=S)N1CCC(C(=O)c2ccc(C)cc2)CC1	101.0	-0.2
CCOc1ccc(NC(=O)CCS(=O)(=O)c2ccc(Br)cc2)cc1	100.0	-1.2
CCN1C(=O)c2ccc(C(=O)Nc3c(C)cc(C)cc3C)cc2C1=O	99.0	-0.4
CCc1ccccc1N1C(=O)CC(N2CCc3ccccc32)C1=O (configuration not stated)	101.0	-0.4
CCn1c(=N)c(C(=O)NCc2cccnc2)cc2c(=O)n3cc(C)ccc3nc21	113.0	0.4
CN(C(=O)COC(=O)c1cn(C)c2ccccc12)C1CCCCC1	102.0	-0.1
O=S(=O)(NCc1nc(-c2ccccc2)no1)c1ccc(Cl)cc1	102.0	0.1
CCn1c2ccccc2c2cc(NC(=O)C(C)C)ccc21	102.0	0
Cc1cc(C(=O)O/N=C(\N)CSc2ncccc2C(F)(F)F)no1	102.0	0.2
Nc1ncc(N=Nc2ccc(SC(F)F)cc2)s1	104.0	0.5
CCOC(=O)c1sc2nc(CN3CCCCC3)nc(NC3CC3)c2c1C	97.0	-0.7
Brc1cnc(N2CCOCC2)nc1	100.0	0
Cc1cc2nc(-c3ccc(NC(=O)c4cc5ccccc5o4)cc3)oc2cc1C	103.0	-0.2
CCn1c2c(n[n+]1[O-])C(=O)c1ccccc1C2=O	97.0	-0.5
O=C(Nc1ccccn1)c1cccc(C(=O)Nc2ccccn2)c1	106.0	0.2
Cc1ccc(S(=O)(=O)N(CC(O)Cn2c3ccccc3c3ccccc32)c2cccc(C(=O)N(C)C)c2)cc1 (configuration not stated)	106.0	0.4
Cc1csc2nc(-c3ccc(NS(=O)(=O)c4cc(F)ccc4F)cc3)cn12	103.0	-1.1
Cc1ccccc1NC(=O)N1CCc2cc(S(=O)(=O)N3CCC(C)CC3)ccc21	109.0	-0.4
C=CCNC(=O)c1c(N)n(C2CCCCC2)c2nc3ccccc3nc12	102.0	0.1
O=C(COC(=O)[C@@H]1CCCN1S(=O)(=O)c1ccc(Cl)cc1)Nc1ccccc1	103.0	0.2
O=C(CN1C(=O)c2ccc(Br)cc2C1=O)NCC1CCCO1 (configuration not stated)	103.0	0.9
Cc1nc2ccn(Cc3cccnc3)c(=O)c2cc1C(=O)NCc1ccc(Cl)cc1	108.0	0.4
COc1ccc(C(O)(CCN2CCOCC2)c2ccccc2)cc1 (configuration not stated)	104.0	0.5
CCOC(=O)C1CCN(Cn2nc(C3CC3)oc2=S)CC1	107.0	0.4
CCOC(=O)c1cc(-c2ccccc2)n(CCC(=O)Nc2ccc(C)cc2Cl)c1C	100.0	-0.6
Cc1nc2cc(NC(=O)Nc3ccccc3Cl)ccc2n1C	104.0	0.8
COCCNC(=O)Cn1c(=O)n(Cc2ccc(C(=O)NCCc3ccc(OC)c(OC)c3)cc2)c(=O)c2ccccc21	107.0	-0.5
Cc1cc(-c2ccc(C)c(S(=O)(=O)N3CCC(C)CC3)c2)on1	102.0	-1.1
CN(C)c1cccc2c(C#N)ccc(N(C)C)c12	103.0	0.6
O=C(CSc1oc(-c2ccccc2)nc1S(=O)(=O)c1ccc(Br)cc1)NC1CCCCC1	102.0	-0.9

These rows are one share of the data, so the mix of outcomes need not match the whole.
